Assay outcomes as filed in PubChem.
Giardia FBPA inh = blocks Giardia fructose-bisphosphate aldolase activity. A8B2U2. purified Giardia FBPA. Potency, µM (titrated, usually from 59.6 µM), for the others: top-dose activity, negative = inhibition, actives largely listed as inhibitors. 0.71% of 290,000 active. AID 2451; active = well fitted inhibition curve with a large enough effect; inconclusive = small, poorly fitted or top-dose-only effect, or effect the other way; also: nearly all actives have a fitted effect of over 55% in size
Target sequence (A8B2U2 whole entry, looked up): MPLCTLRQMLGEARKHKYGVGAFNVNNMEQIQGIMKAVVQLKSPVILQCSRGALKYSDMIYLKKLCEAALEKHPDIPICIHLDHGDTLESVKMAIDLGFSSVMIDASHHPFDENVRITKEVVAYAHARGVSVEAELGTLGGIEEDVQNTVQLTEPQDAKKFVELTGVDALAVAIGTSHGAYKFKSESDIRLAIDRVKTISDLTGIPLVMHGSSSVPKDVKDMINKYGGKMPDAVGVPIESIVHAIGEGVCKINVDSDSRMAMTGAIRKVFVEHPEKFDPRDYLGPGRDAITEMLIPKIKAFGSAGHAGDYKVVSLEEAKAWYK
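Giardia FBPA (40 nM reagent) was preincubated 10 min at RT with compound (up to 57.5 uM final), then substrate plus GAPDH/TPI/NAD/arsenate coupling system with diaphorase/resazurin was added; resorufin fluorescence (525/598 nm) was read after 20 min.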
* marks the source's active call; other numbers are inactive results; ? = inconclusive; & = joins results of further samples; [ ] = another dose, or the depositor's remark. % is scaled to controls: 0 for no effect and ±100 for the full control effect; potency is read from the fitted curve at half-maximal effect. Only part of the results is shown; count on the stated rates, not on these rows.

SMILES	Giardia FBPA inh
Cc1cc(O)c(C=O)c2c1C(=O)Oc1c(COC(=O)/C=C/C(=O)O)c(O)c(C(=O)O)c(C)c1O2	?
CC(C)Nc1oc(-c2ccccc2)nc1-c1cccc2ccccc12	-1%
COc1ccc(CNc2nc(-c3cccc(C#N)c3)nc3ccccc23)c(OC)c1	-9%
CC1=CC(=O)C2=C(C)CCC3C(C)C(=O)OC3C12 (stereo unspecified)	15%
COC(=O)[C@@H]1C[C@@]2(O)[C@H](O)[C@H](O)[C@H](O)C[C@H]2N1CC1CCCCC1	-3%
CCCCC1=CC2=C(OC(C)=O)C(=O)C(C)(OC(=O)c3ccc(Cl)nc3)C(=O)C2=CO1 (stereo unspecified)	-20%
COC(=O)[C@@]1(Cc2ccccc2)[C@H]2c3cc(C(=O)N(C)C)n(CCO)c3C[C@H]2CN1C(=O)c1ccccc1	6%
CCCCC/C=C\C\C=C/C=C/C=C/[C@@H](SCC(NC(C)=O)C(=O)O)[C@@H](O)CCCC(=O)O (stereo partly specified)	5%
N#Cc1ccc(CN2CCCC3(CCN(C(=O)c4csnn4)CC3)C2)cc1	1%
O=C(O)C1CCCN(CCC=C(c2ccccc2)c2ccccc2)C1 (stereo unspecified)	-3%
NCCC[C@@H](CC(=O)N[C@@H]1CCCC[C@H]1C(=O)N[C@H](CC(=O)N[C@@H](CCC(=O)O)CC(=O)O)Cc1c[nH]c2ccccc12)NC(=O)C[C@H](Cc1c[nH]c2ccccc12)NC(=O)[C@@H]1CCCC[C@H]1N	-30%
COC(=O)NC(c1ccccc1)c1c[nH]c2ccccc12 (stereo unspecified)	0%
NS(=O)(=O)c1cc2c(cc1Cl)N[C@@H]([C@@H]1C[C@@H]3C=C[C@H]1C3)NS2(=O)=O	-6%
COC(=O)[C@H](Cc1ccccc1)NC(=O)O[C@H]1C(=O)c2cc(OC)ccc2O[C@@H]1c1ccc(OC)c(Br)c1	0%&-1%
Cc1ccccc1-c1ccc2ncnc(N3CCNCC3)c2c1	7%
COc1ccc(O[C@H]2C=C[C@@H](c3ccccc3)O[C@H]2COC(=O)CC/C(C)=N/O[C@@H]2O[C@H](COC(C)=O)[C@H](OC(C)=O)[C@H](OC(C)=O)[C@H]2OC(C)=O)cc1	0%[12.9 µM]
CC(=O)O[C@@H]1CC2C(C)(C)C(=O)C=C[C@]2(C)C2CC[C@]3(C)C(=CC[C@H]3C3CO[C@@H](C(C)(C)O)[C@H](O)C3)[C@@]21C (stereo partly specified)	1%
O=C(c1cc(C(F)(F)F)cc(C(F)(F)F)c1)N1CCC2(CC1)CN(c1ccccc1)C2	0%
O=S(=O)(c1ccccc1)N1CCC2(CC1)CN(C(c1ccccc1)c1ccccc1)C2	3%
N#Cc1ccc(CN2CCCC3(CCN(S(=O)(=O)c4ccccc4)CC3)C2)cc1	-4%
NCC1O[C@@H](OC2C(N)C[C@H](N)[C@@H](O[C@H]3OC(CO)C(O)C(N)C3O)C2O)C(N)C(O)C1O (stereo partly specified)	2%
COC(=O)[C@@H]1C[C@@]2(O)[C@H](O)[C@H](O)[C@H](O)C[C@H]2N1Cc1ccc(N2CCOCC2)cc1	-4%
NC1CCN(O)C1=O (stereo unspecified)	-2%
COc1cc2oc(-c3ccccc3)cc(=O)c2cc1OC	0%
COc1ccccc1CNCCCCCCNCCCCCCCCNCCCCCCNCc1ccccc1OC	3%
c1ccc(N2CC3(CCNCC3)C2)cc1	-2%
CN1CCc2cc(NC(=O)Nc3cccnc3)ccc21	-3%
CC1CCC2(OC1)OC1CC3C4CCC5CC(O)CCC5(C)C4=CCC3(C)C1C2C (stereo unspecified)	0%
CCN1C(=O)[C@H]2[C@H]3[C@H](O)[C@H](O)C/C(=N/O[C@@H](C)CN4CCCc5nc(C)c(C)cc54)[C@@H]3CC[C@@H]2C1=O	-5%[12.9 µM]
COc1ccc(CNc2cc(-c3ccccc3OC)ncn2)c(OC)c1	-2%
O=C(O)C1OC(O)C(O)C(O)C1O (stereo unspecified)	5%
COC(=O)C1(Cc2ccccc2)C=C2C(=C(C)C(=O)C2C)CN1 (stereo unspecified)	-26%
COc1cc(OC)c(C(=O)CCCCN2CCC3(CC2)NC(=O)NC3=O)cc1NS(=O)(=O)c1ccc(C(F)(F)F)cc1	9%
Cc1noc(C)c1-c1nccc(Nc2ccc(F)cc2)n1	4%
N#CCCn1c(=O)cnc2cnc(N3CCOCC3)nc21	2%
Cn1cccc1C(=O)N1CCC2(CCCN(Cc3ccccc3)C2)CC1	1%
COCCNc1cc(-c2ccccc2C(F)(F)F)ncn1	-6%
CC(C)NC(=O)N1CC[C@@]2(CCCN(S(C)(=O)=O)C2)C1	8%
CCCCC/C=C\C/C=C\C/C=C\C=C\[C@@H](O)CCCC(=O)O	0%
C#CCCCO/N=C1/[C@H]2O[C@@H]2[C@@H](O)[C@H]2[C@H]1CCn1c(=O)n([C@@H](CC)c3ccccc3)c(=O)n12	1%[12.9 µM]
CC(=O)Oc1ccc2c(c1)CCC1C2CC[C@]2(C)C(=O)CCC12 (stereo partly specified)	-5%
C=C1C[C@]23CC[C@H]4C(CO)(CO)C[C@@H](O)C[C@@]4(C)[C@@H]2CC[C@H]1C3	4%
Cc1nc(NC2CCCCC2)c2nc(-c3ccccc3)n(CC3CCN(C)CC3)c2n1	1%
COc1ccc(/C=C/C(=O)c2cc(O)ccc2O)cc1	-11%
CN(C)c1ncc2nc(-c3ccc(F)cc3)c(=O)n(CCC#N)c2n1	0%
O=C1C(Cl)=C(NC2CCc3ccccc32)C(=O)c2ncccc21 (stereo unspecified)	-27%
Cc1noc(C)c1-c1cncnc1-n1ccnc1	0%
CCCCCCCCCC(=O)N[C@H](CN1CCOCC1)[C@H](O)c1ccccc1	2%

Structural class, the entries above with a cyano group (5)
SMILES	Giardia FBPA inh
COc1ccc(CNc2nc(-c3cccc(C#N)c3)nc3ccccc23)c(OC)c1	-9%
N#Cc1ccc(CN2CCCC3(CCN(C(=O)c4csnn4)CC3)C2)cc1	1%
N#Cc1ccc(CN2CCCC3(CCN(S(=O)(=O)c4ccccc4)CC3)C2)cc1	-4%
N#CCCn1c(=O)cnc2cnc(N3CCOCC3)nc21	2%
CN(C)c1ncc2nc(-c3ccc(F)cc3)c(=O)n(CCC#N)c2n1	0%

(continued)
SMILES	Giardia FBPA inh
CC(=O)OCC(=O)[C@@]1(O)CCC2C3CC(C)C4=CC(=O)C=CC4(C)C3C(O)CC21C (stereo partly specified)	-7%
COCCN1C(=O)N[C@@H](c2ccccc2)[C@@H](C(=O)OC)[C@H]1C	5%[12.9 µM]
CCCCc1nc2c(c3c1C[C@H](C)OC3)CN(S(=O)(=O)c1c(C)noc1C)CC2	4%[12.9 µM]
COC(=O)C1=C(C(=O)OC)[C@@H]2Nc3ccccc3[C@@]23C[C@@H](C(=O)OC)N(S(=O)(=O)c2ccc4c(c2)OCCN4C)C3=N1	1%[12.9 µM]
Nc1ncnc2c1nc(Br)n2[C@H]1O[C@H]2COP(=O)(O)O[C@H]2[C@@H]1O	7%
C[C@@H]1CC[C@@H]2C(=O)N3[C@@H](CC[C@@H](C)[C@@H]3c3ccc(-c4ccco4)cc3)C(=O)N2[C@H]1c1ccc(-c2ccco2)cc1	0%[12.9 µM]
Cc1noc(C)c1-c1nc(Nc2ccccc2)c2ccccc2n1	-1%
N#C/C(=C\c1cccc(O)c1)C(=O)O	-3%
FC(F)(F)c1ccccc1-c1nc(N2CCNCC2)c2ccccc2n1	-2%
COc1ccccc1CN1CC[C@@]2(CCCN(C(=O)Oc3ccccc3)C2)C1	2%
CN1[C@@H]2CC[C@H]1CC(O[C@@H](c1ccccc1)c1ccc(Cl)cc1)C2 (stereo partly specified)	-4%
Clc1ccccc1-c1nc(NC2CCNCC2)c2ccccc2n1	-3%
O=C(c1cnccn1)N1CCC2(CC1)CN(c1ncccn1)C2	0%
O=C(c1cnccn1)N1CCC[C@@]2(CCN(c3ncccn3)C2)C1	1%
COCCNc1ncncc1-c1ccccc1OC	1%
Cc1ccccc1[C@@H](OCCN(C)C)c1ccccc1	-4%[21.7 µM]
c1ccc2nc(C3=NCCN3)cnc2c1	-5%
COc1cccc(Nc2ncc3ncc(=O)n(C[C@H]4CCCO4)c3n2)c1	-2%
CC(C)(C)OC(=O)NCCCCC1=CC2=CC(=O)C(C)(OC(=O)c3ccco3)C(=O)C2=CO1 (stereo unspecified)	-13%
CCCCCCCCCCCCCCCCCC(=O)NCC(COP(=O)([O-])OCC[N+](C)(C)C)OCC (stereo unspecified)	-1%
COc1cccc(-c2cncnc2NCCc2cnc[nH]2)c1	-4%
COCC#Cc1ccc(C2C(C)CCC3C(=O)N4C(CCC(C)C4c4ccc(C#CCOC)cc4)C(=O)N32)cc1 (stereo unspecified)	-1%[12.9 µM]
N#CCCn1c(=O)c(-c2ccccc2)nc2cnc(Oc3ccccc3)nc21	0%
COC1C(O)C(C)O[C@H](OC2CC[C@@]3(C=O)C4CC[C@]5(C)C(C6=CC(=O)OC6)CC[C@@]5(O)C4CC[C@@H]3C2)C1O (stereo partly specified)	4%

The final two compounds of the part above open the next one:
SMILES	Giardia FBPA inh
N#CCCn1c(=O)c(-c2ccccc2)nc2cnc(Oc3ccccc3)nc21	0%
COC1C(O)C(C)O[C@H](OC2CC[C@@]3(C=O)C4CC[C@]5(C)C(C6=CC(=O)OC6)CC[C@@]5(O)C4CC[C@@H]3C2)C1O (stereo partly specified)	4%
CS(=O)(=O)Nc1cccc(-c2nc(N3CCNCC3)c3ccccc3n2)c1	1%
Fc1ccc(Nc2ccnc(-c3ccoc3)n2)cc1	-16%
CCCCC#CC1C=CC(OC(C)=O)C(COC(C)=O)O1 (stereo unspecified)	0%[12.9 µM]
C/C(CCN1CCc2nc(-c3ccccc3)c(-c3ccccc3)cc2C1)=N\O[C@@H](C)CN1CCCCc2nc(C)c(C)cc21	1%[12.9 µM]
O=C1CCCC2[C@@H]3CCCN4CCC[C@@H](CN12)C34 (stereo partly specified)	-15%
C=C(C(C)=O)C(O)c1cccc(Br)c1 (stereo unspecified)	-1%
COC(=O)C1OC(=O)C2OC23[C@]2(C)C(O)CC4C(C)(C)C(OC(C)=O)CC(OC(C)=O)[C@@]4(C)C2CC[C@@]13C (stereo partly specified)	-1%&0%
COCCn1c(=O)c(-c2ccc(Cl)cc2)nc2cncnc21	-13%
CCC1CN2CCC1CC2C(Oc1cc2ccccc2c2ccccc12)c1ccnc2ccc(O)cc12 (stereo unspecified)	0%[12.9 µM]
NCCCCCCCCCCNS(=O)(=O)c1cccc2c(Cl)cccc12	5%
CCNc1ncc2nc(C)c(=O)n(CCc3ccccc3)c2n1	-4%
CC1CC(C)C(=O)[C@H](C(O)CC2CC(=O)NC(=O)C2)C1 (stereo partly specified)	3%

Taken from above:
For Giardia FBPA inh, COCCn1c(=O)c(-c2ccc(Cl)cc2)nc2cncnc21 is listed with -13%
For Giardia FBPA inh, CCC1CN2CCC1CC2C(Oc1cc2ccccc2c2ccccc12)c1ccnc2ccc(O)cc12 (stereo unspecified) is listed with 0%[12.9 µM]
For Giardia FBPA inh, C/C(CCN1CCc2nc(-c3ccccc3)c(-c3ccccc3)cc2C1)=N\O[C@@H](C)CN1CCCCc2nc(C)c(C)cc21 is listed with 1%[12.9 µM]

Next results follow.
SMILES	Giardia FBPA inh
O=C1C=C[C@@H](O)[C@H]2[C@@H]3C(=O)N(c4cccc(Oc5ccccc5)c4)C(=O)[C@@H]3CC[C@H]12	2%[12.9 µM]
Cc1ccc(S(=O)(=O)N[C@H]2COC(=O)[C@@H](C)COC(=O)[C@H](C)NC(=O)C/C=C\[C@H]2C)cc1	2%[12.9 µM]
O=c1c(CCc2ccccc2)nc2cnc(Nc3ccccc3)nc2n1Cc1cccs1	1%
CC(=O)N1[C@H](Cc2ccccc2)C=C[C@]1(C)C(=O)NCc1cc(F)cc(C(F)(F)F)c1	-1%
CC(O)C(C)OC(=O)[C@@H]1C[C@@H]2c3cccc4c3c(cn4C(C)C)C[C@H]2N(C)C1 (stereo partly specified)	-2%
O=c1cc(-c2ccccc2O)oc2ccc3ccccc3c12	9%
C=CC[C@@H]1C=C[C@H](O/N=C(\C)CCN2CCCc3nc(C)c(C)cc32)[C@H](CO)O1	2%[12.9 µM]
CC(CCC(=O)O)C1CCC2C3C(=O)CC4CC(=O)CC[C@@]4(C)C3CC(=O)[C@]12C (stereo partly specified)	1%
CCCCC/C=C\C/C=C\C/C=C\C/C=C\CCCC(N)=O	2%&0%
O=c1c(-c2cc(F)cc(F)c2)nc2cnc(N3CCOCC3)nc2n1Cc1cccs1	9%
CC1(C)CC[C@]2(C(=O)O)CC[C@@]3(C)C(=CCC4[C@@]5(C)CCC(O)[C@@](C)(CO)C5CC[C@@]43C)C2C1 (stereo partly specified)	-2%
COc1ccccc1CNc1ncncc1-c1ccc(N(C)C)cc1	0%
CC(=O)OC1CCC2(C)C3=C(CCC2C1(C)C)[C@]1(C)CCC(C(C)CCC=C(C)C)[C@]1(C)CC3 (stereo partly specified)	-11%
CC(C)OC(=O)[C@@H]1CC[C@H](C)[C@@H](CCC[C@@H]2C[C@@H](O)C[C@H](CC#N)O2)O1	4%
CC(=O)N1CC=CC1(C)C(=O)NCC1CC1 (stereo unspecified)	-2%
CCCCCCCCCCCCCCCC(=O)C(F)(F)F	-1%
CC(N)c1cccc(Cl)c1Cl (stereo unspecified)	-1%
CCCCCCN(C(=O)CCCCCN1C(=O)NC(c2ccc(-c3ccccc3)cc2)C(C(=O)OCc2ccccc2)=C1C)C(C(=O)NCCCC)c1ccc(OCC(=O)O)c(C(=O)O)c1 (stereo unspecified)	-12%
COc1ncc2nc(-c3ccc(Cl)cc3)c(=O)n(C)c2n1	-14%
